TRHR agonist: agonists of human TRH receptor; P34981; TRHR cells, calcium flux fluo-8, FDSS agonist mode; activation, % at 2 µM; actives 0.18% (n = 360,000); AID 493084; in the data active = activation above about 30%; note: 0% is about no effect
Target sequence (P34981 whole entry, looked up): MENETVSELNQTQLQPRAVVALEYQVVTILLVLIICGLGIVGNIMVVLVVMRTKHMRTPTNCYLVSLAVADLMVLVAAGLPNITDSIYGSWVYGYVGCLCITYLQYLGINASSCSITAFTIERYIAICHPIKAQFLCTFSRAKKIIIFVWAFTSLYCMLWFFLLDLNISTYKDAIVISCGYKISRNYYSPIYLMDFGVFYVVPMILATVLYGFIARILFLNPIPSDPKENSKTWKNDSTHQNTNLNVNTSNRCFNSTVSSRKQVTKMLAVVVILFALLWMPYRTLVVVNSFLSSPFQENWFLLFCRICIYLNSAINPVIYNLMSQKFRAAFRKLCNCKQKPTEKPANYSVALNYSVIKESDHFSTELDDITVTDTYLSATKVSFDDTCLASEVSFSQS
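In this calcium-flux screen, cells bearing human TRHR are dye-loaded with fluo-8, baselined for 10 cycles, then exposed to library compounds; positive kinetic calcium responses during the agonist phase mark hits, with TRH as control.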
mIDH1 inhibitor: inhibitors of human mutant IDH1 R132H; O75874; IDH1-R132H enzyme, NADPH consumption, diaphorase/resazurin fluorescence; Potency, µM (titrated, usually from 76.6 µM), without a hit: top-dose activity change, negative = inhibition, most hits filed as inhibitors; actives 0.093% (n = 390,000); note: potency is the fitted concentration of half-maximal effect; % is set by controls: 0 for no effect and ±100 for the full control effect; nearly all actives have a fitted effect of over 65% in size
Target sequence (O75874 whole entry R132H, stated change not applied): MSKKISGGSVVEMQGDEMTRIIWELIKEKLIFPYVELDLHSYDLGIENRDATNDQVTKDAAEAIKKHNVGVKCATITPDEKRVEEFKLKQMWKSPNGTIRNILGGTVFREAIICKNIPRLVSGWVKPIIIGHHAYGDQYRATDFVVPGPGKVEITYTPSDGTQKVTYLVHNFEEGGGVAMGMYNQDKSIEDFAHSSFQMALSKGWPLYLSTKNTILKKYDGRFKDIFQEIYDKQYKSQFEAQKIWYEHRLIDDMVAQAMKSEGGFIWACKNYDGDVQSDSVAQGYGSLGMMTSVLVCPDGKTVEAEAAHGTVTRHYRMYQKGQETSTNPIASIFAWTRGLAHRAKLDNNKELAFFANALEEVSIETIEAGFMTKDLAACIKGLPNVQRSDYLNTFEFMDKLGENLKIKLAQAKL
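IDH1-R132H (0.5 ug/mL dispensed) in pH 7.5 Tris buffer was preincubated 30 min with compound, then given a substrate mix of 0.016 mM NADPH and 2 mM alpha-KG for 80 min at room temperature; remaining NADPH was read by diaphorase/resazurin fluorescence.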
Pin1 inh: human Pin1 inhibition. actives 0.009% (n = 390,000). Potency, µM (highest dose often 115 µM), for the others: at the highest dose activity, negative = inhibition, actives largely listed as inhibitors. Pin1 FP peptide displacement, HiFluor488, 10 min. AID 504891; active = well fitted inhibition curve with a large enough effect in the polarisation, with a control signal flat, not every such curve was filed as active; inconclusive = small, poorly fitted or top-dose-only effect, or effect the other way, or a change in a side signal; inactive = no such curve, though single readings can be large or run the other way; the % refers to the polarisation; note: potency is the fitted concentration of half-maximal effect; % is set by controls: 0 for no effect and ±100 for the full control effect
Target sequence (Q13526 whole entry, looked up): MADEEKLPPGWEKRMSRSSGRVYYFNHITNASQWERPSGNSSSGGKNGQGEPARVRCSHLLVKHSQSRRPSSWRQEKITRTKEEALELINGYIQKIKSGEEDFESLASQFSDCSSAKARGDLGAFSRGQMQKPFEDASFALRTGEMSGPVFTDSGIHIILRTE
D2 ag: D2 dopamine receptor (human) agonism | actives 0.53% (n = 340,000) | HEK293 T-REx D2 cells, calcium flux agonist mode | AID 485358 | activation, % at 2 µM | P14416;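 active = activation over 3 SD above normal in the single-dose calcium agonist read, cut at about 30% in these data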; note: 0% is about no effect
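In this primary screen, compounds producing a positive calcium signal within 180 s of addition to tetracycline-induced, force-coupled HEK293 Trex D2 cells are flagged; cells are dye-loaded with a no-wash calcium kit beforehand.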
USP1 inh: blocks the human USP1/UAF1 deubiquitinase complex; O94782; recombinant USP1/UAF1, Ub-Rhodamine cleavage fluorescence; Potency, µM (highest dose often 57.1 µM), inactives show at the highest dose activity change, negative = inhibition, usual class: inhibitors; actives 0.23% (n = 390,000); note: potency is the fitted concentration of half-maximal effect; % is set by controls: 0 for no effect and ±100 for the full control effect; nearly all actives have a fitted effect of over 60% in size; inactives centre near -12
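1 nM enzyme complex + cpd, 15 min RT; start with Ub-Rho 150nM final; kinetic fluorescence ex 480/em 540, 6 reads q60 s. Buffer 50mM HEPES pH 7.8, 0.5mM EDTA, 0.1 mg/ml BSA, 1mM TCEP, 0.01% Tween-20.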
D2 antag: D2 dopamine receptor (human) antagonism | P14416 | HEK293 TREx D2 cells, calcium flux, dopamine EC80 | inhibition, % at 10 µM | actives 2% (n = 340,000); in the data active = inhibition above about 30%; note: 0% is about no effect
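Tetracycline-induced HEK293 T-REx cells expressing D2 force-coupled to calcium signalling were dye-loaded, exposed to compound for 180 s, then challenged with an EC80 of dopamine; calcium flux was followed kinetically for a further 180 s.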
TRHR PAM: allosterically enhances the human TRH receptor; P34981; TRHR cells, fluo-8 calcium fluorescence, EC20 TRH enhancement; AID 493056; actives 0.66% (n = 360,000); enhancement, % at 2 µM; in the data active = enhancement above about 30%; note: 0% is about no effect
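TRHR-expressing cells loaded with fluo-8 calcium dye were read kinetically (ex 480/em 530) during compound addition, then stimulated with an EC20 of TRH (10 nM final). Enhancement of the Gq-mediated intracellular calcium response was scored.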
TrxR1 inh: inhibitors of rat thioredoxin reductase 1 | O89049 | recombinant rTrxR1, NADPH fluorescence consumption, selenite substrate | Potency, µM (titrated, usually from 114 µM), for the others: top-dose activity change, negative = inhibition, hits mostly inhibitors | actives 1% (n = 390,000) | AID 588453; note: potency is the fitted concentration of half-maximal effect; % is set by controls: 0 for no effect and ±100 for the full control effect; nearly all actives have a fitted effect of over 65% in size
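Rat TrxR1 (90 nM in the dispensed reagent) was pre-reduced with 400 uM NADPH for 5 min at room temperature, then incubated with compound for 15 min. After 400 uM selenite was added, NADPH fluorescence (Ex 340/Em 450 nm) was followed for 8 min.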
TrxR1 substrate: substrates of rat thioredoxin reductase 1. purified TrxR1 substrate turnover, NADPH consumption readout. actives 0.01% (n = 390,000). Potency, µM (doses to about 114 µM), for the others: at the highest dose activity change, negative = substrate turnover. AID 588456. O89049; note: potency is the fitted concentration of half-maximal effect; % is set by controls: 0 for no effect and ±100 for the full control effect; nearly all actives have a fitted effect of over 50% in size
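Rat TrxR1, dispensed at 90 nM, was prereduced with 400 uM NADPH (final) for 5 min at ~22 deg C, then incubated with compound 15 min before 400 uM selenite. A first-read NADPH fluorescence drop versus no-compound background flagged substrates.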
Active calls of the source: *; ? = inconclusive; . = no result given; [ ] = remark or other dose. Unless noted, calls come from the whole dose curve; as a rule, active = well fitted inhibition curve with a large enough effect; inconclusive = small, poorly fitted or top-dose-only effect; inactive = no such curve, though single readings can be large or run the other way. These rows are one share of the data. The share of hits here may be higher or lower than overall.

SMILES	TRHR agonist	mIDH1 inhibitor	Pin1 inh	D2 ag	USP1 inh	D2 antag	TRHR PAM	TrxR1 inh	TrxR1 substrate
CN(C)CCCN(C(=O)COc1ccccc1)c1nc2cc3c(cc2s1)OCO3	2.4	4%	-4%	2.2	-19%	-20	3	-7%	-6%
CC1=NN(C(C#N)c2ccc(F)cc2)C(C)(C)C1 (stereo unspecified)	-0.1	-8%	-2%	-0.8	-1%	-24	17	-20%	-2%
CCS(=O)(=O)N1CCN(C(=O)CC(C)C)CC1	0.8	-1%	8%	0.3	0%	-18	6	13%	4%
CC(NC(=O)c1ccnn1C)C1CCCO1 (stereo unspecified)	0.5	4%	-7%	0.8	-1%	-1	2	23%	-1%
Cc1ccc(C(=O)c2c[nH]cc2-c2ccccc2)cc1	-0.7	8%	-3%	0.8	-15%	1	4	-7%	0%
CC(=O)N1CCCc2cc(S(=O)(=O)N3CCCC(C(=O)Nc4ccc(C)c(F)c4)C3)ccc21 (stereo unspecified)	-0.1	-1%	-2%	4.2	-2%	.	2	14%[57.1 µM]	-4%[57.1 µM]
CC(=O)Nc1ccc(-c2ccc(NC(C)=O)cc2)cc1	0.4	-4%	-7%	0.0	-4%	-10	8	5%[57.1 µM]	7%
Cc1nnc(SCc2nc3ccccc3s2)n1N	0.8	17%	15%	-0.4	-17%	6	2	15%[57.1 µM]	7%
S=C(Nc1cccnc1)N1CCCCC1	-0.2	3%	-5%	-0.2	-10%	-8	-1	4%	1%
COc1ccc(OCC(O)CN2C(=O)c3ccccc3C2=O)cc1 (stereo unspecified)	-0.7	1%	?	-0.4	-5%	-8	-1	15%[57.1 µM]	9%[57.1 µM]
Nc1nc(=O)n(C2CCCCO2)cc1Br (stereo unspecified)	.	8%	-3%	.	-20%	.	.	-5%	-5%
COc1ccc(CCNC(=O)CSc2ccc(NC(C)=O)cc2)cc1OC	-0.1	18%	-6%	0.4	?	-3	4	52%[activator]	2%
Cc1ccc(C)c(OCCn2cc(/C=C(\C#N)C(=O)NCC3CCCO3)c3ccccc32)c1 (stereo unspecified)	0.5	0%	68%[activator]	1.4	?	-1	-1	22%	1%
CC(=O)N1C(=O)C(=C2C=C(C)OC(C)=C2)c2ccccc21	5.6	2%	?	3.1	153%[activator]	-8	0	-7%	-12%
Cc1ccc2nc3c(cc(C(=O)NC4CCCCC4)c(=N)n3C3CCCCC3)c(=O)n2c1	-0.2	-7%	?	-1.2	-12%	-11	25	?	464%[activator]
CC1(C)CC(NCCC(c2ccccc2)c2ccco2)CCO1 (stereo unspecified)	0.0	27%	2%	0.4	-26%	-3	-1	9%	5%
CSc1nnc(-c2cc[n+](C)cc2)n1CCO	0.3	-5%	-1%	1.6	-12%	2	-4	6%	1%
CNC(=O)N1CCC(C(=O)c2c(C)c(C)c(C)c(C)c2C)CC1	0.2	10%	0%	-1.3	-28%	14	-1	20%	3%
Cc1ccc(NC(=O)c2cc(-c3ccccc3)nn2-c2ccccc2)c(Br)c1	-0.2	7%	14%	0.7	-23%	5	1	20%	17%
O=C(NC1(C(F)(F)F)C(=O)Nc2c1c(=O)[nH]c(=O)n2CCc1ccccc1)c1ccc(Cl)cc1Cl (stereo unspecified)	0.3	6%	1%	0.5	-31%	.	5	-3%	-2%
CCCNC(=S)N1CC2(C)CN(C(=O)C(=O)OCC)CC(C)(C1)C2=O	0.8	4%	-1%	-0.7	-11%	1	-2	17%	0%
COc1cccc(NC(=S)Nc2cccc3ccccc23)c1	-0.8	-7%	-9%	-0.7	-23%	9	11	11%	34%[activator]
CCN(CC)S(=O)(=O)c1ccc(N2CCCC2)c(NC(=O)CC(C)(C)C)c1	0.1	1%	-2%	-1.5	-15%	2	-9	10%	5%
C=CCNC(=O)CN1CCC(O)(c2ccccc2)CC1	0.3	0%	-5%	0.6	-10%	2	11	10%	4%
COc1cc(/C=N/Nc2nc3ccccc3o2)cc(OC)c1O	-0.5	2%	4%	-0.1	-10%	6	-1	-22%	-9%
COc1ccc(NC2CCCN(C(=O)CCC(=O)c3ccc(F)cc3)C2)cc1 (stereo unspecified)	-0.5	5%	0%	-0.4	-17%	-5	-5	-11%	-7%
O=C(c1ccc(F)cc1)N1C2CCC1CC(O)(c1ccccc1F)C2 (stereo unspecified)	0.3	0%	-5%	0.3	3%	1	-5	5%	1%
Cc1ccc(NC(=O)C2C3C=CC4(CN(Cc5cccnc5)C(=O)C24)O3)cc1 (stereo unspecified)	0.3	4%	-2%	1.1	-4%	7	0	-5%[57.1 µM]	6%[57.1 µM]
NS(=O)(=O)c1cccc(NC(=S)NC(=O)c2cccc([N+](=O)[O-])c2)c1	0.6	16%	-9%	-0.3	-14%	11	-3	?	5%[57.1 µM]
O=C(CSc1c2c(nc3ccccc13)CCC2)Nc1ccc(F)cc1F	-0.8	10%	5%	-0.5	-9%	.	-8	4%	-3%
CCC(=O)N1c2ccc(S(=O)(=O)N3CCN(C)CC3)cc2CC1C (stereo unspecified)	0.7	5%	1%	0.7	0%	7	2	45%[activator]	7%
CCCNC(=O)c1cc(SC)ccc1Cl	-0.3	-5%	-1%	0.0	-14%	-10	0	28%	1%
CCOC(=O)/C(C#N)=C/Nc1ccsc1C(=O)OC	-0.1	-4%	4%	0.1	-12%	-1	-4	12%	9%
Cn1c(=O)c2c(nc(SCC(=O)c3ccccc3F)n2C)n(C)c1=O	1.1	.	.	1.6	.	-8	-1	.	.
Cc1ccccc1S(=O)(=O)NCC1CCCO1 (stereo unspecified)	0.2	12%	0%	2.1	-7%	-4	0	11%[57.1 µM]	-11%
COc1ccc2nc(NC(=O)CSc3nnc(-c4ccoc4C)n3C)sc2c1	-0.1	0%	-2%	-0.1	-17%	-3	-4	-19%	-9%
CCOC(=O)c1[nH]c(C)c(C(=O)NCc2ccc(F)cc2)c1C	-0.2	0%	-3%	.	-15%	.	-7	19%	4%
Cc1cc(C(=O)CN2C(=O)NC(C)(c3cccc(Br)c3)C2=O)c(C)n1Cc1ccco1 (stereo unspecified)	0.3	-1%	10%	0.9	-5%	-3	20	10%[57.1 µM]	3%[57.1 µM]
COc1ccccc1NC(=O)NCc1ccccc1F	-0.4	2%	-10%	0.3	-13%	6	5	-12%	-8%
CC(C)c1ccc(NC(=O)[C@H]2O[C@@H]3OC(C)(C)O[C@@H]3[C@H]3OC(C)(C)O[C@H]32)cc1	0.4	-11%	1%	-0.4	-15%	.	3	13%	-1%
CNC(=O)c1cc2cc(OC)ccc2n1CCN(Cc1ccccc1)Cc1ccccc1	0.2	-1%	2%	-1.2	-9%	-1	2	17%[57.1 µM]	16%
Cc1cc(N2CCOCC2)c(F)cc1C(=O)c1ccccc1	-0.7	2%	-1%	-0.3	-17%	26	-8	2%	0%
COC(=O)c1cccc(COC(=O)CNC(=O)c2ccco2)c1	0.2	3%	?	-0.9	-19%	9	4	-3%	-1%
CCNC(=O)c1oc2c(c1C)C(=O)CC(C)(C)C2	0.2	2%	-9%	-0.4	-14%	-5	-5	4%	2%
COc1ccc(C(=O)NCCCCCC(=O)N/N=C/c2ccco2)cc1OC	1.1	4%	-1%	2.5	-22%	17	-1	-26%	-2%

Look-ups from above:
`Cc1cc(N2CCOCC2)c(F)cc1C(=O)c1ccccc1` – USP1 inh = -17%
`COC(=O)c1cccc(COC(=O)CNC(=O)c2ccco2)c1` – TRHR PAM = 4
`CCOC(=O)/C(C#N)=C/Nc1ccsc1C(=O)OC` – TRHR agonist = -0.1

Some of the entries above, reformatted.
SMILES,TRHR agonist,mIDH1 inhibitor,Pin1 inh,D2 ag,USP1 inh,D2 antag,TRHR PAM,TrxR1 inh,TrxR1 substrate
Cc1cc(N2CCOCC2)c(F)cc1C(=O)c1ccccc1,-0.7,2%,-1%,-0.3,-17%,26,-8,2%,0%
COC(=O)c1cccc(COC(=O)CNC(=O)c2ccco2)c1,0.2,3%,?,-0.9,-19%,9,4,-3%,-1%
CCNC(=O)c1oc2c(c1C)C(=O)CC(C)(C)C2,0.2,2%,-9%,-0.4,-14%,-5,-5,4%,2%

Additional entries follow.
SMILES	TRHR agonist	mIDH1 inhibitor	Pin1 inh	D2 ag	USP1 inh	D2 antag	TRHR PAM	TrxR1 inh	TrxR1 substrate
S=C1Nc2ccccc2Sc2ccc(Cl)cc21	-0.2	6%	10%	-0.2	-20%	-1	2	-16%	-9%
O=C(Nc1ccc(Cl)cc1F)c1ccc(-n2cncn2)cc1	0.4	-10%	1%	-0.1	-21%	-10	-1	19%	8%
Cc1cccc(N2CCN(C(=O)CNC(=O)C3CCCCC3)CC2)c1C	-0.9	4%	-6%	0.6	-2%	1	-3	13%	0%
COc1cc(N=C(N)N=C(N)N)cc(OC)c1	-1.5	2%	-3%	-0.6	-8%	3	9	8%[57.1 µM]	8%[57.1 µM]
Cc1ccc(-c2nn(CC(=O)NC3CCCCC3)c3c2cnc2ccc(F)cc23)cc1C	0.2	-1%	1%	0.9	10%	.	4	26%[57.1 µM]	2%[57.1 µM]
Cc1cc(Br)ccc1NC(=O)CN(C)C(=O)C1CCN(c2ncnc3sc(C)c(C)c23)CC1	.	-2%	26%	.	-4%	.	.	-13%	-11%
COc1ccc(NC(=O)c2nc(S(C)(=O)=O)ncc2N(Cc2ccc(C)cc2)Cc2ccco2)cc1Cl	0.0	-9%	21%	2.6	-37%	.	-4	5%	2%
CCc1noc(C)c1C(=O)Nc1cc(S(=O)(=O)N(CC)CC)ccc1N1CCOCC1	-0.3	13%	-3%	-1.1	-2%	5	12	2%	-3%
CCCCN(CCCNC(=O)c1c(C)oc2nc[nH]c(=O)c12)Cc1ccccc1	-0.3	1%	2%	-1.0	-23%	.	-7	13%	1%

From PubChem BioAssay
